Screens (PubChem)
Dynein transport = inhibitors of GR-EGFP nuclear translocation, primary screen, dynein cargo transport inhibitor project, imaging, high-content, 3617.4 mouse cells. z-score, hits read low. test concentration mostly 20 µM; stimulated with dexamethasone, 1 µM; hits give low values. 0.47% of 220,000 active;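 active = plate z-score of nuclear minus cytoplasmic receptor signal below a set negative limit, without overly bright fluorescence or cell loss, cut at about -3.5 in these data, passing the limit was not always enough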;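 also: z-score of nuclear minus cytoplasmic ring GR-EGFP intensity difference per well; some compounds called inactive have numbers as strong as hits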
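Buffer or medium – tet-free medium with charcoal-stripped serum · Signal – automated 10x imaging of fixed Hoechst-stained cells · Also added – dexamethasone agonist, 1.0 µM final, for 30 min · Incubation – induction 48 h, compound 1 h, agonist 30 min · Read-out – GR-EGFP nuclear translocation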
MT stabilizer = microtubule stabilizers in HeLa cells, primary screen, imaging, high-content imaging. 0.83% of 200,000 active. AID 2205, 2009. % tubulin-high responders, % at 10 µM. HeLa tubulin immunostaining HCS, 24 h; share of cells brighter than vehicle mean+2SD;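 active = plate Z-score above 3 for both tubulin-high and condensed-nucleus cell shares, with cell loss under 80%, at 10 µM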;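 also: anti alpha tubulin signal scored within the nucleus-defined area of each cell; some results filed as inactive read as strong as hits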
Lipid droplet = inhibitors of hepatocyte lipid droplet formation, primary screen, imaging, high-throughput imaging, BODIPY stain. inhibition, % at 6.5 µM. 0.4% of 240,000 active. AML12 mouse hepatocytes, oleate lipid droplets;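 active = lipid droplet intensity inhibited by at least 50%, with more than 500 cells counted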
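Test system: AML12 mouse liver cells; schedule: overnight exposure; technique: high-content imaging of BODIPY-stained droplets and DAPI nuclei; read-out: % inhibition of corrected integrated BODIPY droplet signal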
TNAP activators = human TNAP enzyme activators, primary screen, biochemical, luminescent, no phosphate acceptor, uHTS (AID 1001) | Alkaline phosphatase, tissue-nonspecific isozyme (Homo sapiens) | purified TNAP, luminescent activation assay, no phosphate acceptor; higher activation fold means a stronger effect | one-dose activation fold at 20 µM; EC50 in µM for titrated hits | 0.03% of 200,000 active; in the data active = activation fold from about 3, or a potency from the dose series; inactive = the rest, 99 in 100 with activation fold below about 1.6; also: many of its hits are not listed in these tables
bCat nuc transl = modulators of beta-catenin nuclear translocation, primary screen, imaging, HeLa cells, immunofluorescence, high-content; nuclear translocation activity, % at 5 µM; 0.3% of 190,000 active; AID 1665, 2009;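 active = nuclear translocation activity above 50% at 5 µM, with a well cell count of 50 or more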;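 also: per-cell ratio of nuclear to cytoplasmic median beta-catenin stain intensity; plate controls were DMSO negative control for no effect and GSK-3 inhibitor IX positive control for full effect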
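System: HeLa cells, endogenous beta-catenin; compound dosing: 5 µM primary single dose, 0.1% DMSO, 0.02–20 µM confirmation series; incubation: 24 h compound exposure at 37°C, 5% CO2; signal: beta-catenin immunofluorescence imaging with DAPI; evaluation: % activation, nuclear-to-cytoplasmic median beta-catenin signal ratio per cell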
PMI inhibitors = inhibitors of human PMI, primary screen, biochemical, fluorescence intensity, coupled assay (AID 1209). one-dose inhibition, % at 20 µM; IC50 in µM for titrated hits. 0.42% of 190,000 active. Mannose-6-phosphate isomerase (Homo sapiens). purified PMI enzyme, coupled fluorescence intensity; higher % means a stronger effect; in the data active = inhibition above about 50%;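 also: plate controls were DMSO vehicle for no effect and wells lacking substrate for full effect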
Myeloid diff MLP = induction of myeloid progenitor differentiation, primary screen, cell-based, flow cytometry, MLPCN library | ER-HoxA9 myeloid progenitors, lysozyme-GFP differentiation | calls only at 10 µM | 1% of 360,000 active;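 active = normalized GFP-positive differentiation at or above the plate's own cutoff, the solvent-only control mean plus 3 SD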;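 also: cells exposed to compound for four days before flow analysis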
T cell modulator = modulators of CD8 T cell-vesicle binding, primary screen, mouse 2C CD8+ T cells, flow cytometry; 2C CD8+ T cell-vesicle binding; hits give low values; 0.068% of 330,000 active; calls only at 7 µM;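 active = response, share of CD8 T cells binding vesicles, and their 90th percentile fluorescence all below set limits, cut at about 80% in these data, passing the limit was not always enough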
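Test system: purified 2C TCR transgenic mouse naive CD8+ T cells. Probe or stimulus: QL9-peptide-loaded Drosophila micro-vesicles bearing Ld, ICAM-1 and B7-1. Incubation: binding step 1.5 h, 37 °C, antibody labelling 20 min, ice. Measured by: flow cytometry of vesicle-bound cells.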
Insulin prom up = insulin promoter activators in MIN6 cells, imaging, high-content screening, mouse beta cells; 0.3% of 190,000 active; z-score at 5 µM; MIN6 insulin promoter-GFP reporter; hits give high values;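 active = z-score above 3 at 5 µM with at least 500 cells counted in the well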
Dynein transport cytoplasmic EGFP = second read-out of Dynein transport, no call of its own (marks repeat the call); z-score; measured here: cytoplasmic GR-EGFP intensity; hits give high values
Dynein transport nuclear GR-EGFP = recorded beside Dynein transport, whose call it bears; z-score; measured here: nuclear GR-EGFP intensity;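 lower value marks the stronger effect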
Dynein transport cell count = recorded beside Dynein transport, whose call it bears; z-score; measured here: cell count per field
Insulin prom up cell count = recorded beside Insulin prom up, whose call it bears; cell count; measured here: cytotoxicity, nuclei count;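 total cells summed across four imaged fields per well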
Lipid droplet cells 6.5 µM = recorded beside Lipid droplet, whose call it bears; cell count; measured here: cell count, cytotoxicity flag;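 cells counted across two imaged fields per well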
bCat nuc transl cell count 5 µM = recorded beside bCat nuc transl, whose call it bears; cell count; measured here: cell count, cytotoxicity flag
T cell modulator vesicle-bound % = also measured in T cell modulator; calls as there; double positive events, %; measured here: CD8+ vesicle-bound cell fraction;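 binding gate set so that unloaded-vesicle control wells show 10% double positive cells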
MT stabilizer Hoechst-high % = further read-out of MT stabilizer, marked with its call; % Hoechst-high responders; measured here: nuclear condensation Hoechst responders;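 share of cells brighter than vehicle mean plus two SD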
MT stabilizer cytotoxicity % = second read-out of MT stabilizer, no call of its own (marks repeat the call); toxicity, %; measured here: cytotoxicity by cell density;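 0% = mean cell density of plate MIN control wells and 100% = no cells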
Myeloid diff MLP GFP+ MAC1+ % = second read-out of Myeloid diff MLP, no call of its own (marks repeat the call); GFP+ MAC1+ double positive, %; measured here: differentiation confirmed by MAC1 staining
* marks the source's active call; other numbers are inactive results; i = inactive; / = not tested or not shown; + = active, no number.

SMILES | Dynein transport | Dynein transport cytoplasmic EGFP | Dynein transport nuclear GR-EGFP | Dynein transport cell count | MT stabilizer | MT stabilizer Hoechst-high % | MT stabilizer cytotoxicity % | Lipid droplet | Lipid droplet cells 6.5 µM | TNAP activators | bCat nuc transl | bCat nuc transl cell count 5 µM | PMI inhibitors | Myeloid diff MLP | Myeloid diff MLP GFP+ MAC1+ % | T cell modulator | T cell modulator vesicle-bound % | Insulin prom up | Insulin prom up cell count
COc1ccc(N/C=C\C(=O)c2ccc3c(c2)OCO3)cc1 | -0.83 | -0.19 | -0.23 | 0.75 | 3.0 | 1.2 | 6.6 | 1 | 821 | 1 | 4.5 | 972 | 7% | i | 0.6 | i | 34 | 0.5 | 861
NC(=O)c1cc(C(=O)c2cccc(Cl)c2Cl)c[nH]1 | 1.3 | -0.29 | 1 | -0.37 | 3.4 | 2.9 | 7.9 | 10 | 693 | 1.1 | -4.4 | 1099 | 3% | / | / | i | 59 | -0.21 | 1521
Cc1occc1C(=O)NNC(=O)c1ccc(Br)o1 | -0.31 | -0.25 | 0.39 | -0.36 | 4.3 | 2.5 | 5.5 | 0 | 681 | 1.7 | -3.4 | 1071 | -3% | i | 0.3 | i | 47 | 1 | 1598
Cc1ccccc1NC(=O)C(Cc1ccccc1)n1cccc1 (stereo not drawn) | -0.069 | -0.035 | 0.38 | 0.25 | / | / | / | 11 | 661 | / | 0.7 | 1307 | / | i | 0.3 | i | 47 | 1.3 | 1001
CCCC(C)NC(=S)NC(=O)c1cc(S(=O)(=O)N2CCOCC2)ccc1C (stereo not drawn) | -0.42 | -0.28 | -0.14 | 0.072 | 1.2 | 4.1 | 1.8 | -11 | 593 | 1.2 | -1.5 | 1254 | 2% | i | 1.0 | i | 41 | -0.04 | 1200
O=C(CCCNS(=O)(=O)c1cccs1)N1CCN(c2cccc(Cl)c2)CC1 | -1.3 | -0.22 | -0.39 | 0.83 | 3.6 | 1.7 | 1.1 | -3 | 761 | 1.1 | 0.5 | 1164 | 16% | i | 0.7 | i | 56 | -0.36 | 1062
Cc1c(NC(=O)NCCN2C(=O)C3C4C=CC(C4)C3C2=O)c(=O)n(-c2ccccc2)n1C (stereo not drawn) | 3.2 | -0.26 | 2.2 | 0.12 | 9.3 | 2.2 | 5.2 | / | / | 1.1 | / | / | 2% | i | 2.5 | i | 46 | -0.05 | 1004
O=C(OCN1C(=O)c2ccccc2C1=O)c1ccco1 | -0.87 | -0.31 | -0.14 | 1.4 | 4.2 | 1.2 | 5.4 | / | / | 1.1 | -1.8 | 983 | 7% | i | 0.5 | i | 57 | / | /
COC(=O)CC1SC(=O)NC1=Nc1ccccc1 (stereo not drawn) | -0.26 | 0.035 | -0.061 | 0.42 | 1.2 | 2.0 | 8.0 | / | / | 1 | 1.1 | 1325 | -4% | i | 1.1 | i | 29 | -0.45 | 1735
CN(C)CCN(C(=O)c1ccc(N2C(=O)CCC2=O)cc1)c1nc2cc3c(cc2s1)OCCO3 | 0.33 | -0.27 | 0.38 | -0.48 | 1.2 | 1.0 | 2.3 | 13 | 669 | 1 | -0.1 | 1066 | -8% | / | / | i | 24 | 0.64 | 1194
NC(=O)c1oc2ccccc2c1NC(=O)CN1CCCCC1 | -0.69 | -0.22 | -0.21 | 1 | 5.6 | 2.9 | 3.2 | / | / | 1.1 | -2.3 | 963 | -1% | i | 5.6 | i | 35 | 0.25 | 1259
O=C(c1ccncc1)N(Cc1ccccc1)Cc1nc2ccccc2c(=O)[nH]1 | -2 | -0.14 | -0.73 | 0.12 | 4.5 | 2.4 | 12 | 11 | 757 | 1.1 | -4.9 | 1247 | 16% | + | 1.9* | i | 36 | -0.3 | 1277
Cc1cccn2c(=O)c3cc(C(=O)N4COCC4(C)C)n(C)c3nc12 | 2.4 | -0.25 | 1.3 | -0.88 | 6.1 | 2.4 | 17 | / | / | 1.1 | -1.0 | 1364 | 0% | i | 0.7 | i | 29 | -0.42 | 1570
COC(=O)Nc1nn(Cc2ccccc2F)cc1Br | -0.42 | -0.22 | 0.35 | -0.063 | 2.4 | 2.3 | 7.5 | 32 | 669 | 1 | -1.9 | 1045 | -2% | i | 1.3 | i | 53 | 0.21 | 1816
Cc1ccc(NC(=S)NNC(=O)c2ccc(N3CCOCC3)c([N+](=O)[O-])c2)cc1C | -0.67 | -0.23 | -0.54 | 0.96 | 0.9 | 2.1 | 6.7 | -8 | 569 | 1.9 | -1.1 | 1165 | -3% | i | 0.9 | i | 2 | / | /
c1ccc(CNc2ncnc3c2cnn3Cc2ccccc2)cc1 | -0.63 | -0.23 | -0.28 | -0.014 | 44* | 19* | 30* | -3 | 728 | 1.1 | -0.5 | 975 | 6% | + | 28* | i | 15 | 0.29 | 870
CC1=Nc2ccccc2/C1=C\c1nc(-c2ccc(C(F)(F)F)cc2)oc1O | -4.4 | 36 | 4.2 | -2.2 | 2.6 | 1.2 | 2.0 | / | / | 0.8 | 1.1 | 1336 | 1% | + | 11* | i | 57 | 0.49 | 1582
Cc1cc(C)nc(SCC(=O)c2c(N)n(C)c(=O)n(C)c2=O)n1 | -0.047 | -0.24 | -0.03 | 0.19 | 3.3 | 2.0 | 4.1 | 4 | 755 | 1 | -5.8 | 1108 | 11% | i | 6.2 | / | / | -0.02 | 863
COc1ccc(/C(O)=C/C(=O)C(=O)Nc2c(C)n(C)n(-c3ccccc3)c2=O)cc1 | -0.23 | -0.19 | -0.2 | -0.59 | 2.0 | 1.1 | 5.9 | / | / | 1.1 | 5.0 | 1381 | 13% | i | 0.8 | i | 5 | 0.53 | 1587
O=C(O)C1C2C=CC(C2)C1C(=O)Nc1cccc(C(=O)N2CCCCC2)c1 (stereo not drawn) | -0.42 | -0.44 | -0.11 | 0.81 | 1.2 | 1.3 | 1.6 | -4 | 712 | 1.1 | -0.8 | 1185 | 2% | i | 3.6 | i | 25 | 1 | 1231
COc1ccccc1CNCc1ccc(OC)c(OC)c1OC | -0.26 | -0.24 | 0.29 | -1 | 2.4 | 1.3 | 4.9 | -13 | 695 | 1 | -0.7 | 508 | -6% | i | 6.6 | i | 45 | / | /
Cc1ccc(C)c2nc3sc(C(=O)O)cc3cc12 | 0.58 | -0.31 | -0.25 | 0.27 | 1.6 | 2.0 | 14 | 5 | 682 | 1.1 | 2.3 | 1036 | -35% | i | 0.0 | i | 62 | 0.06 | 1218
CCSc1nc2c(c(=O)[nH]1)C(c1ccc(C)cc1)C1=C(CCCC1=O)N2 (stereo not drawn) | 1.4 | -0.17 | 0.41 | -0.36 | 2.1 | 1.5 | 1.4 | 8 | 670 | 0.9 | -1.4 | 1073 | 1% | i | 0.1 | i | 36 | -0.46 | 1592
Oc1ccc(/C=N/N2CCN(C3c4ccccc4-c4ccccc43)CC2)c(O)c1 | 1.2 | -0.18 | 0.31 | -0.77 | 2.1 | 1.4 | 3.3 | 11 | 714 | 1 | 0.0 | 1494 | 26% | i | 0.1 | i | 37 | / | /
COc1cccc(CNC(=O)CCC2CCCN(C(=O)c3cccc4c(C)c(C)[nH]c34)C2)c1 (stereo not drawn) | 0.31 | -0.23 | 0.41 | -0.59 | 2.6 | 1.3 | 7.6 | -26 | 740 | 1.1 | -1.7 | 1004 | 25% | i | 2.2 | i | 33 | 0.08 | 1425
O=C(CSc1cccc[n+]1[O-])Nc1ccc(C(F)(F)F)cc1[N+](=O)[O-] | 0.98 | -0.33 | 0.49 | -1.4 | 2.0 | 1.8 | 4.1 | 1 | 715 | 1.1 | -4.8 | 1127 | -3% | i | 0.6 | i | 49 | -0.23 | 1189
COC(=O)c1ccccc1NC(=O)CCNC(=O)Cn1cnc2ccccc2c1=O | 0.31 | -0.027 | 0.51 | 0.076 | 4.4 | 3.1 | 6.1 | / | / | 1.1 | -0.9 | 1450 | -3% | i | 1.4 | i | 61 | -0.05 | 1540
CC(=O)c1sc2nsc(SCCN3CCCCC3)c2c1N | -0.49 | 0.24 | -0.5 | 0.28 | / | / | / | -51 | 705 | / | 0.5 | 1180 | / | i | 0.4 | i | 19 | -0.45 | 1113
NNC(=O)c1ccc(COc2cccc3cccnc23)cc1 | 2.4 | -0.15 | 1.2 | -0.77 | 3.0 | 2.5 | 5.5 | 13 | 667 | 1.2 | -0.2 | 1058 | -8% | + | 1.3* | i | 60 | 0.55 | 1566
